West Nile virus CPE: inhibition of WNV-induced cytopathic effect – cell-based, CPE readout (AID 1621); West Nile virus-infected cells, CPE inhibition; higher % means a stronger effect; one-dose CPE inhibition, % at 10 µM; IC50 in µM for titrated hits; 0.02% of 290,000 active; in the data active = a potency from the dose series; also: strong numbers were not always called active
Myeloid diff MLP: promotes myeloid progenitor differentiation; calls only at 10 µM; 1% of 360,000 active; AID 624256; ER-HoxA9 myeloid progenitors, lysozyme-GFP differentiation, flow cytometry;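 active = normalized GFP-positive differentiation at or above the plate's own cutoff, the solvent-only control mean plus 3 SD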;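 also: cells exposed to compound for four days before flow analysis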
T cell modulator: T cell immune modulators affecting CD8 T cell-vesicle binding | 2C CD8+ T cell-vesicle binding, flow cytometry; stronger effect = lower value | calls only at 7 µM | 0.068% of 330,000 active | AID 2052;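 active = response, share of CD8 T cells binding vesicles, and their 90th percentile fluorescence all below set limits, cut at about 80% in these data, passing the limit was not always enough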
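Material: murine 2C transgenic CD8+ T lymphocytes / Also added: QL9-peptide-loaded Drosophila micro-vesicles bearing Ld, ICAM-1 and B7-1 / Schedule: binding step 1.5 h, 37 °C, antibody labelling 20 min, ice / Signal: flow cytometry, PE anti-B7-1 (FL2) versus Alexa647 anti-CD8 (FL8), PFA-fixed / Evaluation: percent CD8+ FL2 mean versus row control / Benchmarks: naked versus QL9-loaded vesicles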
MT stabilize HCS: stabilizes microtubules in HeLa cells; HeLa tubulin immunostaining HCS, 24 h; share of cells brighter than vehicle mean+2SD; % tubulin-high responders, % at 10 µM; 0.83% of 200,000 active;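 active = plate Z-score above 3 for both tubulin-high and condensed-nucleus cell shares, with cell loss under 80%, at 10 µM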;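 also: anti alpha tubulin signal scored within the nucleus-defined area of each cell; some results filed as inactive read as strong as hits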
Autophagy mod: autophagy modulation, high-content screen | AID 463193 | calls only at 10 µM (by protocol) | 0.98% of 190,000 active | MEF GFP-LC3 puncta imaging; test concentration mostly 10 µM;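 active = percentage of spot-positive cells more than 3 SD above its plate mean, without a fluorescence outlier flag or 80% toxicity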;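 also: spot-positive cell cutoff set from DMSO-treated cells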
Lipid droplet: hepatic lipid droplet formation modulation; 0.4% of 240,000 active; AML12 mouse hepatocytes, oleate lipid droplets, BODIPY imaging; inhibition, % at 6.5 µM;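 active = lipid droplet intensity inhibited by at least 50%, with more than 500 cells counted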
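Test system: AML12 hepatocytes (mouse); reagent: oleate loading, 100 µM; dosing: one dose, 6.5 µM compound; incubation: overnight exposure; signal: fluorescence imaging, 20x objective, two fields per well; read-out basis: % inhibition of corrected integrated BODIPY droplet signal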
Lipid droplet cells 6.5 µM: recorded beside Lipid droplet, whose call it bears; cell count; measured here: cell count, cytotoxicity flag;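 cells counted across two imaged fields per well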
T cell modulator vesicle-bound %: recorded beside T cell modulator, whose call it bears; double positive events, %; measured here: CD8+ vesicle-bound cell fraction;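 binding gate set so that unloaded-vesicle control wells show 10% double positive cells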
MT stabilize HCS Hoechst-high %: recorded beside MT stabilize HCS, whose call it bears; % Hoechst-high responders; measured here: nuclear condensation Hoechst responders;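 share of cells brighter than vehicle mean plus two SD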
MT stabilize HCS cytotoxicity %: also measured in MT stabilize HCS; calls as there; toxicity, %; measured here: cytotoxicity by cell density;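 0% = mean cell density of plate MIN control wells and 100% = no cells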
Autophagy mod cell loss 18 h: recorded beside Autophagy mod, whose call it bears; toxicity, %; measured here: cell loss, nuclei count;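 cell loss after 18 h compound exposure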
Myeloid diff MLP GFP+ MAC1+ %: further read-out of Myeloid diff MLP, marked with its call; GFP+ MAC1+ double positive, %; measured here: differentiation confirmed by MAC1 staining
* = called active by the depositor; i = inactive; / = not tested or not shown. Only part of the results is shown; the hit share may differ from the screen's.

SMILES	West Nile virus CPE	Myeloid diff MLP	Myeloid diff MLP GFP+ MAC1+ %	T cell modulator	T cell modulator vesicle-bound %	MT stabilize HCS	Autophagy mod	Lipid droplet	Lipid droplet cells 6.5 µM	others
O=C(NCc1nc2ccccc2[nH]1)C1=C[C@@H](c2ccc(C(F)(F)F)cc2)C[C@@H](OCc2ccc(CO)cc2)O1	1.0%	i	0.9	i	9.4	/	/	/	/
CC(C)(Cc1ccc(O)cc1)NC(=O)CC(=O)N/N=C/c1ccc(Cl)cc1	0.1%	i	0.5	i	54.0	/	/	/	/
O=C1CCC(=O)N(c2ccccc2)N1	0.3%	i	0.6	i	27.0	/	/	/	/
Nc1ncc(-c2ccccc2)c(-c2ccc(O)cc2O)n1	2.7%	i	0.6	i	22.0	/	/	/	/
CCOC(=O)CSc1nc(N2CCOCC2)c2c(c1C#N)CC(C)(C)OC2	0.6%	i	0.2	i	26.8	/	/	/	/
CC(C)CCNc1ncnc2c1nnn2Cc1ccccc1	-2.2%	i	0.1	i	43.2	/	/	/	/
O=C(Nc1ccc(Br)cc1)c1cccc(-n2cnnn2)c1	/	i	1.7	i	9.8	/	/	-12.2	738
COCCNc1cc(-c2ccccc2)nc2cc(-c3cccc(F)c3)nn12	/	i	0.1	i	65.5	/	/	11.8	859
COc1ccc(CP(=O)(c2ccccc2)c2ccccc2)cc1	/	i	0.2	i	57.6	/	/	-24.0	783
NC(=O)C1CCCCc2c1[nH]c1ccc(Cl)cc21 (configuration not stated)	/	i	1.0	i	30.0	/	/	-28.4	797
COCCn1c(=NC(=O)CCS(=O)(=O)c2ccccc2)sc2cc(F)ccc21	/	i	0.9	i	35.4	/	/	-25.5	712
Cc1cccn2c(=O)c3cc(C#N)c(=N)n(Cc4cccnc4)c3nc12	/	i	2.1	/	/	3.3	i	/	/	MT stabilize HCS Hoechst-high %=2.8;MT stabilize HCS cytotoxicity %=19.3;Autophagy mod cell loss 18 h=1.1

5 compounds picked at random from the list so far, as already listed:
SMILES	West Nile virus CPE	Myeloid diff MLP	Myeloid diff MLP GFP+ MAC1+ %	T cell modulator	T cell modulator vesicle-bound %	MT stabilize HCS	Autophagy mod	Lipid droplet	Lipid droplet cells 6.5 µM	others
COCCn1c(=NC(=O)CCS(=O)(=O)c2ccccc2)sc2cc(F)ccc21	/	i	0.9	i	35.4	/	/	-25.5	712
Nc1ncc(-c2ccccc2)c(-c2ccc(O)cc2O)n1	2.7%	i	0.6	i	22.0	/	/	/	/
COCCNc1cc(-c2ccccc2)nc2cc(-c3cccc(F)c3)nn12	/	i	0.1	i	65.5	/	/	11.8	859
O=C(NCc1nc2ccccc2[nH]1)C1=C[C@@H](c2ccc(C(F)(F)F)cc2)C[C@@H](OCc2ccc(CO)cc2)O1	1.0%	i	0.9	i	9.4	/	/	/	/
CC(C)(Cc1ccc(O)cc1)NC(=O)CC(=O)N/N=C/c1ccc(Cl)cc1	0.1%	i	0.5	i	54.0	/	/	/	/

An excerpt taken from the entries so far, as a working copy:
SMILES	West Nile virus CPE	Myeloid diff MLP	Myeloid diff MLP GFP+ MAC1+ %	T cell modulator	T cell modulator vesicle-bound %	MT stabilize HCS	Autophagy mod	Lipid droplet	Lipid droplet cells 6.5 µM	others
O=C(NCc1nc2ccccc2[nH]1)C1=C[C@@H](c2ccc(C(F)(F)F)cc2)C[C@@H](OCc2ccc(CO)cc2)O1	1.0%	i	0.9	i	9.4	/	/	/	/
CC(C)(Cc1ccc(O)cc1)NC(=O)CC(=O)N/N=C/c1ccc(Cl)cc1	0.1%	i	0.5	i	54.0	/	/	/	/
O=C1CCC(=O)N(c2ccccc2)N1	0.3%	i	0.6	i	27.0	/	/	/	/
Nc1ncc(-c2ccccc2)c(-c2ccc(O)cc2O)n1	2.7%	i	0.6	i	22.0	/	/	/	/
CCOC(=O)CSc1nc(N2CCOCC2)c2c(c1C#N)CC(C)(C)OC2	0.6%	i	0.2	i	26.8	/	/	/	/
